MT1-MMP act inh: inhibitors of human MT1-MMP activation | P50281 | HT1080 RFP-PRO-GFP cells, GFP/RFP ratio fluorescence, overnight; percent of plate control window, DMSO zero | GFP/RFP ratio change, % at 20 µM | 360,000 compounds, 0.061% hits | AID 651647;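 active = GFP/RFP ratio change of at least 30% with cell ATP level not reduced by more than half and red fluorescence within 50% of control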; note: strong numbers were not always called active
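Test system: HT1080 cells expressing an RFP-PRO-GFP fluorescent reporter construct / Compound dosing: single-point 20 µM compound, 1% DMSO / Schedule: cells overnight before dosing, compound overnight, 37 °C, 5% CO2 / Evaluation: GFP/RFP fluorescence ratio / Control set: DMSO and RFP-L50D-GFP cell wells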
FAS-TE inh: inhibitors of human fatty acid synthase thioesterase domain | P49327 | 360,000 compounds, 0.67% hits | AID 602261 | inhibition, % at 15 µM | recombinant FAS-TE, OMFH fluorogenic substrate, fluorescence endpoint;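 active = compounds whose normalised, plate-corrected inhibition of enzyme fluorescence in the single-dose primary screen is 50% or more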;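 note: 0% = DMSO with enzyme and 100% = substrate without enzyme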
MsrA inh: bovine MsrA inhibition | purified bovine MsrA, absorbance read-out | 360,000 compounds, 0.75% hits | inhibition, % at 15.5 µM; in the data active = inhibition above about 4.5%;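 note: 0% = vehicle wells with enzyme and 100% = reference inhibitor wells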
CSN inh: blocks human CSN-mediated cullin deneddylation | 360,000 compounds, 0.38% hits | Purified CSN, SCF-Nedd8-OG deneddylation, fluorescence polarization | inhibition, % at 12.5 µM | AID 651999;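 active = pattern-corrected inhibition above about 35%, with an unprinted fluorescence ratio check between 0.5 and 1.5, limit read from the data, passing the limit was not always enough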;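 note: 0% = enzyme with substrate and 100% = substrate without enzyme; some results filed as inactive read as strong as hits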
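Assay system: Purified human Csn5 enzyme expressed in HEK293T cells | Amount: Enzyme 0.24 nM | Measured by: Fluorescence polarization readout | Medium: Tris/NaCl/DTT buffer, pH 7.5 | Compound dosing: One concentration, 12.5 µM, 0.25% DMSO | Times: 90 min incubation of compound, enzyme and substrate at room temperature | Control set: no-enzyme wells high, enzyme-with-substrate wells low | Read-out: % inhibition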
MsrA act: activates bovine MsrA enzyme | purified bovine MsrA, absorbance read-out | activation, % at 10.6 µM | 360,000 compounds, 0.3% hits; in the data active = activation above about 7.5%;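 note: 0% = vehicle and 100% = reference activator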
Rin1 Abl inh: inhibitors of human Rin1-Abl protein interaction; inhibition, % at 7.35 µM; TR-FRET Rin1/Abl binding, biochemical; 360,000 compounds, 0.4% hits; P00519+Q13671; in the data active = inhibition above about 5%, passing the limit was not always enough
Target sequence (P00519 whole entry, looked up): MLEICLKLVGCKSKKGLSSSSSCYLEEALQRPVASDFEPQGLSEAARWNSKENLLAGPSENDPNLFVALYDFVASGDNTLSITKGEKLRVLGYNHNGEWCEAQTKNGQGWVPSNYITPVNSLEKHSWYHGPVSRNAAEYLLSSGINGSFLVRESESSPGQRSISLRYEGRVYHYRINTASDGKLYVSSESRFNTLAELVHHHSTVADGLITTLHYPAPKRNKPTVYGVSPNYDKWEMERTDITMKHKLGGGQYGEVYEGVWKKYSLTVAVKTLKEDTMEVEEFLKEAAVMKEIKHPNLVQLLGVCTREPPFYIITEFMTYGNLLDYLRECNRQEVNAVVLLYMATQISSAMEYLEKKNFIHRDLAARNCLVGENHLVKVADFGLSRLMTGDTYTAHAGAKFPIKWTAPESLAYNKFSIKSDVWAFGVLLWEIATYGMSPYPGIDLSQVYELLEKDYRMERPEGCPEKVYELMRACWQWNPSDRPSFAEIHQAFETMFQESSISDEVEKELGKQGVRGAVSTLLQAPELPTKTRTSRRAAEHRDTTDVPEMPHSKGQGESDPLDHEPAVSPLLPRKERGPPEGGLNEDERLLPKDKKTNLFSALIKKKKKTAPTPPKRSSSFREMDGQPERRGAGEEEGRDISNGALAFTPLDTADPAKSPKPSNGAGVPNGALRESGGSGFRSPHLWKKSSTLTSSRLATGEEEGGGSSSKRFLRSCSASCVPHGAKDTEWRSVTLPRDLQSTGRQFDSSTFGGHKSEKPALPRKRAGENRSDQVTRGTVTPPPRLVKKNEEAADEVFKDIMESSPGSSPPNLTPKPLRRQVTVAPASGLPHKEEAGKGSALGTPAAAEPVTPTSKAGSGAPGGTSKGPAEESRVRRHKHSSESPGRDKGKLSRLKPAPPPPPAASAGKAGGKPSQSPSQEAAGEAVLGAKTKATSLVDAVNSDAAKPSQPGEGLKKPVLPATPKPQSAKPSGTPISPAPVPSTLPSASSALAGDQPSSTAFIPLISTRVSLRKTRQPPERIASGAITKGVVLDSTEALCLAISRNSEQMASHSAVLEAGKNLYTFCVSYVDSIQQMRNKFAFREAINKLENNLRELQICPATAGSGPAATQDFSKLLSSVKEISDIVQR
Target sequence (Q13671 whole entry, looked up): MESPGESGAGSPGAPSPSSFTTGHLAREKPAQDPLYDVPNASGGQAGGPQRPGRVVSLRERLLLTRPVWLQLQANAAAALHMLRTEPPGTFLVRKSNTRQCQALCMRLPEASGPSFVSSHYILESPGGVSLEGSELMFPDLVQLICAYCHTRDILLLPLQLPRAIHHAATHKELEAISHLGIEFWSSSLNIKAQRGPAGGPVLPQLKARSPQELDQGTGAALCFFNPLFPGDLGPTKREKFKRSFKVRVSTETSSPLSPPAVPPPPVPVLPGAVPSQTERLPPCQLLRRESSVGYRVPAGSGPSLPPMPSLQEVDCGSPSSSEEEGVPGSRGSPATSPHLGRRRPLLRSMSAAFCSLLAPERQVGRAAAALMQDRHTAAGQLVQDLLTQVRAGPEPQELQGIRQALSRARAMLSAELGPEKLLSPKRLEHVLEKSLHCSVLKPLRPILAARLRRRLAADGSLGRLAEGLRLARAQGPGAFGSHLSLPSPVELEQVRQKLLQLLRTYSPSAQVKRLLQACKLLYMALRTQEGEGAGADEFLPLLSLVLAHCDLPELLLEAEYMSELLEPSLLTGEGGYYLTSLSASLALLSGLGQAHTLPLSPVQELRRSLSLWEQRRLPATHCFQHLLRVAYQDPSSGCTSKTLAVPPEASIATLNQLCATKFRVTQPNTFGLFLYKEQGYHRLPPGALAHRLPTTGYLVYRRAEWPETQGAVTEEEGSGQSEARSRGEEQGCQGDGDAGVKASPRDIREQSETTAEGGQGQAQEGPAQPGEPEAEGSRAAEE
Rpn11 inh: blocks the human proteasome subunit Rpn11. O00487. human 26S proteasome, Ub4-pepOG fluorescence polarization; 20S core pre-blocked with epoxomicin. calls only at 20 µM. 360,000 compounds, 0.59% hits. AID 588493;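 active = inhibition at 20 µM, scaled to each plate's controls, above about 33%, limit read from the data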
PABP1 MLLE inh: blocks PAM2 peptide binding to the PABP1 MLLE domain. GST-MLLE / FITC-PAM2 fluorescence polarization. inhibition, % at 20 µM. 360,000 compounds, 0.36% hits. AID 588489; in the data active = inhibition above about 35%, passing the limit was not always enough;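 note: plate controls were DMSO wells with GST-MLLE for no effect and wells lacking GST-MLLE protein for full effect; some results filed as inactive read as strong as hits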
eLon inh: inhibits E. coli Lon protease | P0A9M0 | purified E. coli Lon protease, fluorescence polarization | inhibition, % at 7.94 µM | 360,000 compounds, 0.42% hits | AID 602123; in the data active = inhibition above about 13%, passing the limit was not always enough;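 note: 0% = enzyme with probe and DMSO and 100% = no enzyme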
* marks the source's active call; other numbers are inactive results; i = inactive; / = not tested or not shown. No enrichment for hits; overall some 3.7% were active at least once.

Every second line gives: MT1-MMP act inh	FAS-TE inh	MsrA inh	CSN inh	MsrA act	Rin1 Abl inh	Rpn11 inh	PABP1 MLLE inh	eLon inh
> O=C(O)CCC(=O)N1N=C(c2c(-c3ccccc3)c3cc(Cl)ccc3[nH]c2=O)CC1c1ccccc1 (centres undefined)
→ -6	-10	0.7	5	-1	7	i	-4	-6
> COc1ccccc1C(=O)Oc1ccc(C(C)C)cc1
→ 4	25	1.0	2	1	2	i	-4	-11
> COc1ccc(N/N=C(/C)c2cnnc(-c3ccccc3)n2)cc1
→ -5	-11	0.5	26	-4	-2	/	-91	-7
> COc1ccc(Cn2cc(CN3CCc4onc(-c5ccccc5OC)c4C3=O)nn2)cc1
→ -1	-3	-1.3	-5	-3	/	/	/	-4
> COCCCNC(=O)c1ccccc1Oc1ccccc1
→ -1	-6	0.4	-1	-3	2	i	6	-4
> Cc1ccccc1Nc1nnc(-c2ccc(C(=O)NCCO)cc2)c2ccccc12
→ -2	-6	3.1	3	-9	0	i	5	6
> Cc1cccc(-n2c(Cc3ccccc3)n[nH]c2=S)c1
→ -2	-2	0.5	-19	1	1	i	-20	2
> COc1ccc(Cc2nnc(SCC(=O)Nc3ccc(N4CCOCC4)cc3)o2)cc1
→ 5	-2	-1.1	0	0	2	i	-5	-8
> Cc1sc2nc(CN(C(=O)c3cccs3)C3CCCC3)[nH]c(=O)c2c1C
→ 1	0	-1.7	-6	-1	-3	i	3	2
> CCCSc1nc2c3c(sc2c(=O)[nH]1)CC(C)(CC)OC3 (centres undefined)
→ -2	0	-0.6	0	-1	2	i	3	6
> CCOC(=O)C1CCN(C(=O)COC(=O)CSc2ccccc2C)CC1
→ 0	-4	-1.1	-2	0	0	i	1	1
> COc1ccc(NC(=O)N(Cc2ccc(C)cc2)Cc2ccccn2)c(OC)c1
→ -1	4	0.0	1	-8	3	i	14	8
> COc1ccc(N=C2SC(CC(=O)Nc3cccc(Cl)c3)C(=O)N2Cc2ccco2)cc1 (centres undefined)
→ -5	35	0.3	-6	-2	0	i	-9	-10
> COc1cc(CN2CCSCC2)cc(OC)c1OC
→ 5	-3	-1.5	-7	2	6	i	12	-1
> CCN(CC(=O)Nc1c(F)cccc1F)C(=O)c1ccc2c(c1)OCO2
→ 0	-4	0.9	-5	-1	4	i	-7	-16
> CC(=O)Nc1ccc(NC(=O)CCC(=O)NCCO)cc1
→ -1	-9	/	2	-1	1	i	-11	-2
> COc1cccc(N2CCN(c3ccc4nnc(CCC(=O)Nc5ccc(C)cn5)n4n3)CC2)c1
→ 1	-2	/	2	-3	1	i	6	5
> CN(/N=C/c1cccc(Br)c1)C1=NS(=O)(=O)c2ccccc21
→ -2	17	-0.2	-1	1	1	i	20	0
> O=C1c2ccccc2C(=O)N1CC1c2ccccc2CCN1S(=O)(=O)c1cnc[nH]1 (centres undefined)
→ 2	-63	0.7	4	-12	-1	i	8	5
> CC(C)(C)OC(=O)NNC1CC(=O)N(c2ccccc2F)C1=O (centres undefined)
→ 2	-6	-0.8	0	-3	1	i	-8	5

Compounds above containing an NH in an aromatic ring, in the order listed:
Every second line gives: MT1-MMP act inh	FAS-TE inh	MsrA inh	CSN inh	MsrA act	Rin1 Abl inh	Rpn11 inh	PABP1 MLLE inh	eLon inh
> O=C(O)CCC(=O)N1N=C(c2c(-c3ccccc3)c3cc(Cl)ccc3[nH]c2=O)CC1c1ccccc1 (centres undefined)
→ -6	-10	0.7	5	-1	7	i	-4	-6
> Cc1cccc(-n2c(Cc3ccccc3)n[nH]c2=S)c1
→ -2	-2	0.5	-19	1	1	i	-20	2
> Cc1sc2nc(CN(C(=O)c3cccs3)C3CCCC3)[nH]c(=O)c2c1C
→ 1	0	-1.7	-6	-1	-3	i	3	2
> CCCSc1nc2c3c(sc2c(=O)[nH]1)CC(C)(CC)OC3 (centres undefined)
→ -2	0	-0.6	0	-1	2	i	3	6
> O=C1c2ccccc2C(=O)N1CC1c2ccccc2CCN1S(=O)(=O)c1cnc[nH]1 (centres undefined)
→ 2	-63	0.7	4	-12	-1	i	8	5

Single values from above.
COc1cccc(N2CCN(c3ccc4nnc(CCC(=O)Nc5ccc(C)cn5)n4n3)CC2)c1 | MT1-MMP act inh = 1
COc1ccc(N/N=C(/C)c2cnnc(-c3ccccc3)n2)cc1 | MT1-MMP act inh = -5

New compounds follow.
Every second line gives: MT1-MMP act inh	FAS-TE inh	MsrA inh	CSN inh	MsrA act	Rin1 Abl inh	Rpn11 inh	PABP1 MLLE inh	eLon inh
> CC(C)CC(c1nnnn1C(C)(C)C)N1CCN(C2CCCC2)CC1 (centres undefined)
→ -3	-7	0.1	2	-5	4	i	-10	-4
> COc1cc2c(cc1CNC[C@H]1O[C@@H](n3ccc(N)nc3=O)[C@H](O)[C@@H]1O)OCO2
→ -1	-5	1.8	0	-3	-2	i	-3	-1
> c1nc(NC2CCCCCC2)c2[nH]cnc2n1
→ -2	-10	0.0	-1	1	0	i	15	-3
> CCOC(=O)Cn1c2c(c(=N)c3c1CCC3)CCCC2
→ 0	-3	0.2	1	-1	3	i	-15	-3
> Cc1ccc(-c2ccc(SCC(=O)NCC3CCCO3)nn2)cc1 (centres undefined)
→ -1	0	0.7	4	-8	-4	i	-6	4
> COc1ccc(C(=O)NC(=S)NCc2ccco2)cc1OC
→ -3	3	1.0	0	1	-1	i	25	1
> O=C(C1CCC(CNS(=O)(=O)c2ccccc2)CC1)N1CCOCC1 (centres undefined)
→ 1	-3	-0.3	-5	-2	1	i	-5	2
> Cc1ccc(Cl)c(OC(=O)c2nn(C(C)C)c(=O)c3ccccc23)c1
→ 6	7	-0.5	-5	-3	0	i	-4	-3
> Cc1cccc(C)c1Nc1ncnc(N)c1[N+](=O)[O-]
→ 1	-8	1.8	-4	-4	-6	i	18	4
> O=C(CNC(=O)c1ccco1)Nc1ccc(Cl)cc1
→ -1	-3	-0.3	1	-9	0	i	1	6
> O=C(Nc1cccc2ccccc12)c1cnsn1
→ 1	-8	2.9	-4	2	0	i	9	-4
> COc1cc(C(=O)NNC(=O)c2ccc3ccccc3n2)cc(OC)c1OC
→ 3	-6	-0.5	-3	-1	0	i	-4	5
> Cc1ccc(/C=N/NC(=O)c2ccc(C(=O)N/N=C/c3ccc(C)s3)o2)s1
→ -10	-7	-0.3	6	-11	4	i	6	-3
> CCOc1ccc(NC(=S)N=Nc2c(O)[nH]c3ccccc23)cc1
→ 14	21	1.9	-10	-4	-1	i	38*	7
> CCOC(=O)COc1ccc(C(=O)c2ccccc2)c(O)c1
→ -1	3	1.2	-6	1	2	i	-3	-2
> Cc1ccc(-c2csc(NC(=O)c3ccc(F)cc3)c2C(=O)O)cc1
→ 2	-6	1.2	-3	-3	0	i	-2	-6
> CC(C)NC1(C(N)=O)CCNCC1
→ 1	-2	-0.3	3	-2	-1	i	-8	7
> COc1ccc(-c2ccc3c(c2)S(=O)(=O)c2cccc(C(=O)NCc4cc(C)oc4C(F)(F)F)c2C3=O)cc1OC
→ -10	-16	/	4	-3	5	i	-16	-12
> Cc1ccc(S(=O)(=O)N(CC2CO2)c2ccccc2[N+](=O)[O-])cc1 (centres undefined)
→ -4	0	-0.9	-3	-3	1	i	8	-1
> COc1ccc(-n2c(Cc3cccn3C)nnc2SCC(=O)Nc2ccc(C)cc2)cc1
→ 1	2	-0.9	3	-1	-2	i	-16	2
> CCc1nc2c(OCc3ccc(OC)cc3)cccn2c1N(C)C(=O)C(C)C
→ -5	-4	0.9	3	-2	-1	i	-5	6
> COC(=O)[C@@]1(Sc2ccc(C)cc2)CC(=O)N(C(=O)/C=C/c2ccccc2)[C@@H]1c1ccccc1
→ -1	9	1.2	1	-2	/	/	/	-6
> O=C(Nc1ccc2c(c1)OCO2)c1ccc2nc([C@@H]3O[C@H](CO)[C@H](O)[C@H](O)[C@H]3O)[nH]c2c1
→ -2	-9	0.3	3	-1	3	i	-3	6
> CCc1cc(C(=O)N2CCN(S(=O)(=O)c3cc(C)ccc3C)CC2)sc1C
→ 0	26	1.0	2	-2	1	i	-1	-17
> O=c1cc(N2CCCCC2)c(-c2ccccc2)nn1Cc1ccccc1
→ -6	31	0.8	6	-3	-3	i	-1	2
> COc1ccc(NC(=O)CSc2nc3ccccc3nc2N2CCCCC2)cc1
→ -3	18	1.6	0	4	-1	i	12	-2
> Cc1ccc(NS(=O)(=O)c2cc3c(cc2C)NC(=O)CO3)cc1
→ 0	-1	0.1	-3	-1	-6	i	-12	4
> CCOC(=O)C1(Cc2ccc(OC)cc2)CCN(C(=O)c2csc(C)n2)CC1
→ 4	-3	0.1	4	-1	0	i	-4	-2
> CCc1nc2ccc(C(=O)N3CCN(S(=O)(=O)CC)CC3)cn2c1N(C)Cc1cccs1
→ -2	1	1.8	1	-2	-2	i	3	-8
> O=C(COC(=O)/C=C/c1cccc([N+](=O)[O-])c1)NCCCN1CCCC1=O
→ -5	1	0.9	-3	-2	-1	i	17	-3
> Cn1cc(C(=O)NCCO)c(=O)c2ccccc21
→ 4	-1	2.7	-1	-9	1	i	-7	4
> COc1ccc(CCNS(=O)(=O)c2ccccc2[N+](=O)[O-])cc1OC
→ 0	-3	-0.7	-2	-4	-1	i	0	2
> C[C@H]1CN(c2ccccc2)C(=O)[C@@H]1CC(=O)Nc1ccccc1
→ 3	-9	0.3	-1	-2	-1	i	9	3
> CCOC(=O)C1=C(C)NC(=O)NC1c1c(OCC(=O)N2CCCCC2)ccc2ccccc12 (centres undefined)
→ 4	-2	2.0	0	0	-1	i	-9	7
> CC(C)OCCCn1c(=O)c2ccccc2n2c(CCC(=O)NC3CCN(Cc4ccccc4)CC3)nnc12
→ -1	-7	-0.6	-2	4	8	i	-6	7
> CC(C)NC[C@@H](O)c1ccc(O)c(O)c1
→ 1	-4	-0.9	0	-6	6	i	5	-4
> CC1CCN(C(=O)c2[nH]c(C(F)(F)F)nc2-c2ccccc2)CC1
→ 1	-14	-0.1	0	-2	2	i	-7	-8
> COc1ccc(C(=O)NC(Cc2ccccc2)c2ccc3c(c2)OCCCO3)cc1 (centres undefined)
→ 1	18	1.2	-7	1	-2	i	-5	-1
> Cc1ccc(OCCNCc2ccccc2)c(C)c1
→ 1	-3	-0.9	8	-2	-4	i	-23	-7
> Cn1c(SCC(=O)Nc2ccccc2-c2ccccc2)nnc1-c1ccco1
→ 4	1	1.2	0	-4	4	i	11	-10

Some entries already given, showing only Rin1 Abl inh, MsrA inh and MsrA act.
canonical_smiles | Rin1 Abl inh | MsrA inh | MsrA act
CC(C)OCCCn1c(=O)c2ccccc2n2c(CCC(=O)NC3CCN(Cc4ccccc4)CC3)nnc12 | 8 | -0.6 | 4
CC(C)NC[C@@H](O)c1ccc(O)c(O)c1 | 6 | -0.9 | -6
CC1CCN(C(=O)c2[nH]c(C(F)(F)F)nc2-c2ccccc2)CC1 | 2 | -0.1 | -2
COc1ccc(C(=O)NC(Cc2ccccc2)c2ccc3c(c2)OCCCO3)cc1 (centres undefined) | -2 | 1.2 | 1
